West Nile virus CPE: inhibition of WNV-induced cytopathic effect – cell-based, CPE readout (AID 1621); West Nile virus-infected cells, CPE inhibition; higher % means a stronger effect; actives 0.02% (n = 290,000); CPE inhibition, % at 10 µM; hits with a dose series show IC50 in µM; in the data active = a potency from the dose series; inconclusive = CPE inhibition mostly from about 3.7% at the one dose, without a potency; inactive = the rest, 99 in 100 with CPE inhibition below about 2.2%; also: strong numbers were not always called active
Dengue-2 NS5 capping: flavivirus cap methylation enzyme inhibition – biochemical, confirmation dose response, primary screen (AID 588689); Dengue-2 NS5 methyltransferase capping enzyme assay, biochemical; higher % means a stronger effect; inhibition, % at 25 µM; hits with a dose series show IC50 in µM; actives 0.3% (n = 340,000); in the data active = a potency from the dose series; inconclusive = inhibition above about 29% without an active follow-up result
HEK293 NOD2/NF-kB: NOD2 signaling inhibitors, cell-based, luminescence, uHTS, HEK293 (AID 1566) | HEK293 NOD2/NF-kB luciferase reporter, luminescence; higher % means a stronger effect | one-dose inhibition, % at 4 µM; EC50 in µM for titrated hits | actives 0.63% (n = 290,000); also: many of its hits are not listed in these tables
NOD1 NF-kB reporter: inhibition of NOD1-driven NF-kB reporter – cell-based, luminescence, uHTS, primary screen (AID 1578); NOD1-driven NF-kB luciferase reporter cells, luminescence; higher % means a stronger effect; actives 1% (n = 290,000); inhibition, % at 4 µM; hits with a dose series show EC50 in µM; in the data active = inhibition mostly above about 36%, no sharp cut-off; inactive = mostly below about 34%;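 also: HEK-293T reporter cells stimulated with the NOD1 agonist gamma-tri-DAP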
KOR beta-arrestin-1: KOR agonists, beta-arrestin recruitment, primary screen, cell-based, luminescence, uHTS (AID 1777). one-dose activation, % at 10 µM; EC50 in µM for titrated hits. KOR beta-arrestin recruitment, luminescence; higher % means a stronger effect. actives 0.02% (n = 280,000); in the data active = activation above about 50%, passing the limit was not always enough; also: a part of the inactive calls stands beside numbers as strong as those of hits
Yfh1-depleted yeast: mitochondrial function rescue without frataxin homolog – Friedreich's ataxia, plus single-dose screen, dose response (AID 1465); S. cerevisiae Yfh1-off respiration, WST-1 reduction, 72 h; higher fold induction means a stronger effect; fold induction at 50 µM; hits with a dose series show EC50 in µM; actives 0.074% (n = 220,000);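 active = fold induction of absorbance versus untreated yeast above a set limit, then at least 30% activation at any dose in follow-up; inconclusive = repeats straddling the limit, or above it without dose testing; inactive = fold induction below the set limit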;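 also: activators that raise dye reduction in frataxin-depleted yeast; strong numbers were not always called active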
HIV peptide binding: cell-free HIV fusion peptide-binding blockers – biochemical, uHTS, fluorescence dequenching, primary screen (AID 1986) | cell-free peptide binding, fluorescence dequenching, 30 min; higher % means a stronger effect | inhibition, % at 20 µM, or IC50 in µM where a hit was titrated | actives 0.3% (n = 290,000); in the data active = inhibition mostly above about 52%, no sharp cut-off; inactive = mostly below about 76%; also: some results filed as inactive read as strong as hits
KOR beta-arrestin-2: kappa opioid receptor blockers – cell-based, luminescence, uHTS (AID 1778); KOR beta-arrestin recruitment, luminescence, antagonist mode; higher % means a stronger effect; inhibition, % at 10 µM; hits with a dose series show IC50 in µM; actives 0.091% (n = 290,000); also: strong numbers were not always called active
AID2073: inhibitors of Mint1-CaV2.2 protein interaction, biochemical, HTRF (AID 2073); HTRF protein-protein interaction, Mint1-CaV2.2; higher % means a stronger effect; inhibition, % at 20 µM, or IC50 in µM where a hit was titrated; actives 0.19% (n = 290,000); in the data active = inhibition mostly above about 51%, no sharp cut-off; inconclusive = no clear call, values can overlap the other calls; inactive = mostly below about 53%; also: some results filed as inactive read as strong as hits
Dengue-2 NS5 capping pilot replicate: also measured in Dengue-2 NS5 capping; calls as there; inhibition, %; measured here: pilot screen replicate inhibition
Starred values were filed as active, the others as inactive; i = inactive; ? = inconclusive; / = no result given; [ ] = dose if it differs, or a comment. Rule as the data show it, unless noted: active = inhibition above about 50%; inactive = the rest. Only part of the results is shown; the hit share may differ from the screen's.

SMILES | West Nile virus CPE | Dengue-2 NS5 capping | HEK293 NOD2/NF-kB | NOD1 NF-kB reporter | KOR beta-arrestin-1 | Yfh1-depleted yeast | HIV peptide binding | KOR beta-arrestin-2 | AID2073 | others
COc1ccc(OC)c(S(=O)(=O)Nc2ccc(O)c(Sc3ncn[nH]3)c2)c1 | 0.0% | -6% | 0% | -23% | -2.5% | i | 4.1% | -2% | -31%
COc1ccc(CNc2ncc(-c3ccc(F)cc3)n2C)cc1OC | -1.3% | 1% | 6% | -12% | 5.1% | / | -0.5% | -20%[20 µM] | 0%
COc1cc(C(=O)Nc2nnc(-c3sccc3C)s2)cc(OC)c1OC | 0.1% | 2% | -6% | -3% | -5.6% | ? | 0.3% | 4% | 26%
COc1ccc(/C=N/OCC(=O)N(Cc2ccc(OC)cc2)c2ccccc2C(=O)O)cc1 | 0.3% | 3% | -1% | 12% | 2.0% | i | 6.3% | -40% | 2%
CCOC(=O)C1CCCN(C(=O)c2cn(C)c3ccc(S(=O)(=O)N4CCCC4)cc3c2=O)C1 (configuration not stated) | 0.6% | -4% | -9% | -16% | -4.7% | i | -0.5% | 25% | 3%
COc1ccc(NC(=O)c2ccc(NS(=O)(=O)c3cccc4cccnc34)cc2)cc1 | 0.1% | -5% | -2% | -8% | 0.1% | / | 1.4% | 20% | 0%
O=C(COc1ccc(Cl)cc1)Nc1cnn(Cc2c(Cl)cccc2Cl)c1 | 0.3% | -2% | 23% | 6% | -2.4% | i | -0.7% | 8% | 3%
CCCCCCn1ccc(=N)cc1 | -0.1% | -7% | 40% | 42% | -11% | i | -2.0% | -17% | 6%
C/C(=N\Nc1ccccn1)c1cccs1 | 2.2% | -9% | -62% | -56% | -7.6% | i | -1.1% | 38% | -1%
CC(/C=N/NC(=O)c1ccco1)=C\c1ccccc1 | -0.6% | -7% | -94% | -40% | -5.9% | i | -1.8% | -4% | 12%
O=C(CNC(=O)c1ccccc1)N/N=C/c1ccccc1Cl | -0.3% | -10% | 19% | -52% | -3.8% | i | 5.2% | -17% | -6%
COc1ccc(S(=O)(=O)N(CC(=O)Nc2ccc(S(=O)(=O)N3CCOCC3)cc2)c2ccccc2)cc1 | -0.7% | -4% | 11% | 17% | -2.6% | i | 2.0% | 2.8µM* | 19%
COc1cccc(-c2nc(CS(=O)(=O)CC(=O)NCC(C)c3ccccc3)c(C)o2)c1 (configuration not stated) | -0.9% | -3% | -31% | 9% | 0.4% | / | -2.1% | -32% | 10%
CCOC(=O)Nc1ccc(S(=O)(=O)Nc2cc(C)nc(C)n2)cc1 | 0.2% | -5% | 12% | -4% | -5.1% | i | -2.1% | 38% | -4% | Dengue-2 NS5 capping pilot replicate=-2.1
Cc1[nH]n(-c2ccccc2)c(=O)c1C1(C(F)(F)F)C(=O)N(c2ccccc2)C2=C1C(=O)CC(C)(C)C2 (configuration not stated) | -0.3% | -2% | 3% | -3% | -4.2% | i | -0.5% | 0% | 1%
CSc1ccc(S(=O)(=O)N2CCC(C(=O)Nc3ccc(NC(C)=O)cc3)CC2)cc1 | -0.6% | 3% | 7% | -19% | 1.6% | / | -1.6% | 4% | 2%
COc1cccc(C(=O)Oc2ccc(/C=N/NC(=O)c3ccncc3)cc2OC)c1 | 0.0% | -6% | 7% | 36% | 1.7% | / | 0.8% | -24% | 2%
O=C(Nc1cccc(C(F)(F)F)c1)Nc1ccc2[nH]c(=O)[nH]c2c1 | -0.3% | 0% | 10% | -4% | 3.1% | / | 0.0% | 2% | -36%
Cc1ccc(OCC(=O)N[C@@H](C)c2nnc3ccccn23)cc1C | -0.4% | -6% | 3% | -27% | 8.1% | / | 0.9% | -22% | 5%
O=C1NC(=O)/C(=C\c2cn(Cc3ccccc3F)c3ccccc23)N1 | -0.2% | -11% | 9% | 8% | 0.2% | i | -1.4% | -10% | 0%
CCN(CC(N)=O)S(=O)(=O)c1ccc(Br)cc1 | 0.1% | 4% | 18% | 16% | -3.2% | i | -1.0% | 12% | 8%
Fc1ccc(C2CCCN2Cc2nc(Cc3ccccc3)no2)cc1 (configuration not stated) | -1.2% | 4% | -3% | -23% | / | i | -0.2% | -3%[20 µM] | -7%
O=S(=O)(c1cccc(S(=O)(=O)N2CCOCC2)c1)N1CCCCC1 | 0.0% | 2% | -20% | 14% | -8.0% | i | -0.9% | -37% | 10% | Dengue-2 NS5 capping pilot replicate=1.4
O=C(NCC(=O)N(Cc1cccs1)C(C(=O)NC1CCCC1)c1ccco1)c1cccs1 (configuration not stated) | -0.8% | -6% | 7% | -6% | -5.2% | i | 29% | -4% | -6%
COC1=C/C(=C/c2c(N)n3nc(CC(=O)N4CCOCC4)sc3nc2=O)C=CC1=O | 0.4% | -109% | 18% | -10% | -4.5% | / | 18% | -4% | 11%
SMILES | West Nile virus CPE | Dengue-2 NS5 capping | HEK293 NOD2/NF-kB | NOD1 NF-kB reporter | KOR beta-arrestin-1 | Yfh1-depleted yeast | HIV peptide binding | KOR beta-arrestin-2 | AID2073 | others
CC(C)C(=O)N(Cc1ccc2c(c1)OCO2)Cc1ccccn1 | -0.5% | -6% | -12% | -12% | 16% | i | 0.4% | 3% | 5%
CC(OC1=CC(=O)CCC1)C(=O)c1ccccc1 (configuration not stated) | 0.8% | -3% | 20% | -9% | -3.0% | i | 1.1% | 5% | -2%
Cc1ccc(Nc2ccccc2)nn1 | -0.2% | 5% | -8% | -1% | / | i | -2.8% | 9% | -3%
Cc1cc(C(=O)OCC(=O)N2c3ccccc3CC2C)c(C)o1 (configuration not stated) | 1.6% | -7% | -9% | -30% | -5.9% | i | -1.0% | 41% | 6%
CCOc1ccc(-n2c(C)nc3cc(C(=O)NCc4ccco4)ccc32)cc1 | 0.1% | -3% | 0% | -41% | 3.7% | i | 0.9% | -13% | 4%
Nc1n[nH]c(N)c1N=Nc1cccc(F)c1 | -0.4% | -1% | 1% | -18% | -2.3% | i | -3.5% | -19% | 2%
COc1cc(CCC(=O)N2CCN(c3ccc(N4CCOCC4)nn3)CC2)cc(OC)c1OC | / | / | 5% | -6% | 5.1% | / | 1.3% | -31% | 28%
Oc1ccc(/C=N/Nc2nc(N3CCCCCC3)nc(N3CCCCCC3)n2)c(O)c1 | 0.9% | -6% | 3% | -20% | 8.4% | i | 0.5% | -11% | 14%
CC(C)COP(=O)(c1ccc(N(C)C)cc1)C(O)c1ccccn1 (configuration not stated) | 1.2% | -1% | 24% | 12% | 2.2% | i | -0.3% | 4% | 7%
COc1ccc(CN2CCC(C(=O)N(C)CCc3ccc(OC)c(OC)c3)CC2)c(OC)c1 | 0.0% | -2% | 2% | -23% | -2.0% | i | 1.4% | 7% | -10%
Cc1cc(NC(=O)Nc2c[nH]c(=O)[nH]c2=O)ccc1Br | 0.3% | 2% | 9% | -12% | -0.3% | / | 0.8% | -13% | -5%
CCOC(=O)c1[nH]ncc1CN1CCC(Cc2cccc(OC)c2)(C(=O)OCC)CC1 | -0.1% | -5% | 13% | 0% | -1.2% | i | -0.7% | 18% | 2%
O=C(CSc1nnc(CNC(=O)c2cccc(C(F)(F)F)c2)o1)NCc1ccco1 | -0.3% | -1% | 6% | -24% | 5.7% | / | 0.4% | -14% | 10%
O=C(C1CCC(=O)N(C2CC2)C1)N1CCN(c2cccc(Cl)c2)CC1 (configuration not stated) | -0.7% | -3% | 0% | -11% | 2.3% | / | 1.5% | -6% | 13%
N/C(=N\OC(=O)Cc1ccc(Cl)cc1)c1ccccn1 | 0.7% | -2% | -18% | -28% | -4.8% | i | -1.4% | 8% | 8%
COc1ccc(-c2ncncc2-c2csc(C)n2)c(O)c1OC | -0.1% | 1% | 1% | -16% | 2.8% | i | 0.9% | -1% | 8%
COC(=O)c1coc(-c2ccc(OC)cc2)c1C(=O)OC | 0.8% | 1% | -33% | -54% | 2.0% | i | -1.3% | -4% | 4%
CCOC(=O)CNC(=O)CSc1ncnc2c1cnn2-c1ccc(C)cc1 | 0.2% | -14% | 7% | 3% | 0.2% | i | 0.7% | -21% | 2%
CCNC(=O)c1ccc(C23CC4CC(CC(C4)C2)C3)o1 | -0.8% | -2% | -13% | -35% | -8.5% | i | 0.8% | -15%[20 µM] | -5%
O=C(Nc1ccc(OCc2ccccc2)cc1)Nc1cccnc1 | -2.5% | -4% | -2% | -17% | 2.0% | / | -1.2% | 9% | 5%
CC(C(=O)N1CCN(C(=O)c2ccco2)CC1)n1sc2ccccc2c1=O (configuration not stated) | 0.8% | -2% | 9% | 0% | -4.6% | / | 1.6% | -17% | -2%
CCCN(Cc1ccccc1)C(=S)Nc1cccc(C(F)(F)F)c1 | -1.2% | 0% | 29% | 8% | 3.6% | i | 1.8% | -13% | -15%
CCOc1ccc(CCNS(=O)(=O)c2c(C)n[nH]c2C)cc1OCC | 0.2% | 2% | -2% | -17% | 0.3% | i | -1.2% | -21% | 1%
Cc1ccc(NC(=O)COC(=O)Cc2ccsc2)cc1S(=O)(=O)N1CCOCC1 | 0.7% | -6% | 1% | -22% | 9.1% | i | -1.6% | 3% | -3%
Cc1cccc(NC(=O)Cc2ccc(-c3ccccc3)cc2)n1 | -1.0% | 5% | 8% | -52% | 4.6% | / | 5.1% | -21% | 12%

Reprinted at random: 2 entries already listed, in no set order.
SMILES | West Nile virus CPE | Dengue-2 NS5 capping | HEK293 NOD2/NF-kB | NOD1 NF-kB reporter | KOR beta-arrestin-1 | Yfh1-depleted yeast | HIV peptide binding | KOR beta-arrestin-2 | AID2073 | others
CCOc1ccc(-n2c(C)nc3cc(C(=O)NCc4ccco4)ccc32)cc1 | 0.1% | -3% | 0% | -41% | 3.7% | i | 0.9% | -13% | 4%
COc1ccc(CN2CCC(C(=O)N(C)CCc3ccc(OC)c(OC)c3)CC2)c(OC)c1 | 0.0% | -2% | 2% | -23% | -2.0% | i | 1.4% | 7% | -10%

(listing goes on)
SMILES | West Nile virus CPE | Dengue-2 NS5 capping | HEK293 NOD2/NF-kB | NOD1 NF-kB reporter | KOR beta-arrestin-1 | Yfh1-depleted yeast | HIV peptide binding | KOR beta-arrestin-2 | AID2073 | others
CCSCc1nnc(SCC(=O)Nc2cc(F)ccc2C)n1C | -0.6% | 1% | 17% | -3% | -1.9% | i | 0.0% | -32%[20 µM] | 6%
CCC(C)[C@H](NC(=O)NCCC1=CCCCC1)C(=O)O (some centres not stated) | -0.5% | -4% | 10% | -10% | 4.1% | i | 1.0% | -10% | -1%
COc1ccc(NC(=O)CN(c2ccc(F)cc2)S(=O)(=O)c2ccccc2)c(OC)c1 | -1.6% | -4% | 16% | -9% | -0.6% | / | -1.6% | 1% | 6%
CC/C(=N\NC(=O)c1cccnc1)c1ccc2c(c1)OCCO2 | 0.3% | 6% | -4% | -10% | 0.2% | i | 1.0% | -22% | -1%
CCCCC(=O)Nc1ccc(N2CCN(C(=O)c3ccco3)CC2)cc1 | -0.2% | -1% | 3% | -26% | -3.3% | / | -1.7% | 14% | -1%
CCC1(C)OC(=O)NN(c2ccc(C)cc2)C1(C)O (configuration not stated) | 1.0% | -1% | 12% | -8% | 3.8% | i | -3.3% | -6% | 5%
CC(NC(=O)c1cc(-c2ccccn2)nc2ccc(Cl)cc12)C1CCCO1 (configuration not stated) | 0.3% | 4% | 6% | -5% | 6.1% | / | 0.8% | -10% | 18%

Screening results deposited in PubChem BioAssay by several laboratories.
